Screening data deposited in PubChem BioAssay by several laboratories.
BH1578 lux ind: induces V. cholerae light production without autoinducers | AID 588436 | activation, % at 18.7 µM | V. cholerae BH1578 lux reporter, luminescence, 6 h | 350,000 compounds, 0.16% hits; in the data active = activation mostly above about 9.7%, no sharp cut-off; also: not every result past the cut was called active; inactives centre near 0; reference of the scale not given here
UGM FP inh: Mtb UDP-galactopyranose mutase inhibition; purified UGM, fluorescence polarization probe displacement; inhibition, % at 10 µM; 320,000 compounds, 0.06% hits; in the data active = inhibition above about 10%, passing the limit was not always enough
Target sequence (P9WIQ1 whole entry, looked up): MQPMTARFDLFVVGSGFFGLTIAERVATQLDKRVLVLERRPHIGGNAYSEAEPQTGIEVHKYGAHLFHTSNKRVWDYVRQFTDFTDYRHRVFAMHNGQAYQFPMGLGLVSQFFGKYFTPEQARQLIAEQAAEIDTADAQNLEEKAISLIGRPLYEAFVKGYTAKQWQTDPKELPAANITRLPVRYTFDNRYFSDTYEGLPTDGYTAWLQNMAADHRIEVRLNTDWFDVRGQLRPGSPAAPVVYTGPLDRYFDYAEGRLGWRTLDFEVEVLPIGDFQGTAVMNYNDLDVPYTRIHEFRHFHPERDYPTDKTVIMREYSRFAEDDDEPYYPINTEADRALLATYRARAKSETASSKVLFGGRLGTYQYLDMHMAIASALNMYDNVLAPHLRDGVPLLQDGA
TcdB inh: blocks C. difficile toxin B glycohydrolase activity; AID 652162; inhibition, % at 9.99 µM; TcdB glycohydrolase enzymatic assay, plate reader; 350,000 compounds, 0.24% hits; P18177; in the data active = inhibition above about 10%
Mtb FBA inh: Mtb fructose-bisphosphate aldolase inhibition | P9WQA3 | purified M. tuberculosis FBA, fluorescence read-out | inhibition, % at 1 µM | 360,000 compounds, 2.3% hits | AID 588726; in the data active = inhibition above about 27%;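 also: 0% = vehicle and 100% = reference inhibitor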
Target sequence (P9WQA3 whole entry, looked up): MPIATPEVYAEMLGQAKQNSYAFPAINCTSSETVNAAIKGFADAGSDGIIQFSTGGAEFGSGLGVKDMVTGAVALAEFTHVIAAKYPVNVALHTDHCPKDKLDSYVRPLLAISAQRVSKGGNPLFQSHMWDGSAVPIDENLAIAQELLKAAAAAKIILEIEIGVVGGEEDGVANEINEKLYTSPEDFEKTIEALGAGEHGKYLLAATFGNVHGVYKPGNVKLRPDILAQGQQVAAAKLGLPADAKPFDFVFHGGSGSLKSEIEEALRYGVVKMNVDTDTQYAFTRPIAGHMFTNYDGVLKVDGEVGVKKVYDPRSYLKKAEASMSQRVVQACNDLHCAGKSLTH
FadD28 binding: M. tuberculosis FadD28 bisubstrate binding inhibition; FadD28 bisubstrate probe binding, fluorescence polarization; inhibition, % at 12.5 µM; AID 588549; 360,000 compounds, 0.22% hits; in the data active = inhibition above about 8.5%, passing the limit was not always enough
Mtb BioA inh: blocks M. tuberculosis BioA enzyme activity; purified M. tuberculosis BioA enzyme, plate reader; inhibition, % at 9.99 µM; 360,000 compounds, 0.096% hits; AID 602481; in the data active = inhibition above about 40%
Yp Topo-I inh: Y. pestis Topo-I inhibition via cleavage products. 360,000 compounds, 0.064% hits. activity, % at 10 µM. AID 504884. Y. pestis Topo-I cleavage product accumulation, plate reader; in the data active = activity above about 50%, passing the limit was not always enough; also: inactives centre near 2
PfHsp40 rescue: compounds rescuing yeast from Plasmodium falciparum HSP40 toxicity; S. cerevisiae expressing PfHsp40, growth rescue, ATP luminescence; growth rescue, % at 12.5 µM; 340,000 compounds, 0.68% hits; in the data active = growth rescue above about 28%, passing the limit was not always enough;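 also: yeast W303a lacking pdr1 and pdr3 grown in galactose medium; growth measured after three days at 30 °C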
GDH-TPI inh: inhibits GDH-TPI coupling enzymes, artifact for Mtb FBA screen | GDH-TPI coupled enzyme counterscreen, NADH absorbance | inhibition, % at 4.8 µM | 360,000 compounds, 1.2% hits; in the data active = inhibition above about 30%;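 also: 0% = DMSO wells and 100% = wells lacking the enzyme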
The depositor's hits bear a star; i = inactive; / = no result given. Not a hit list; overall some 4.6% were active at least once.

1	Cc1ccc(SCC(=O)NN2C(=O)c3ccccc3C2=O)cc1
2	O=C(CCNC(=O)c1ccc(Cl)cc1)Nc1ccncc1
3	Cc1c(C(=O)NNC(=S)NCc2ccc(Cl)cc2)oc2ccccc12
4	CC(C)C[C@H](NC(=O)c1[nH]cnc1C(=O)N[C@@H](C)C(=O)OCc1ccccc1)C(=O)OCc1ccccc1
5	COc1ccc(-c2noc(C3CCCN(S(=O)(=O)c4cccc(Cl)c4)C3)n2)cc1OC (stereo unspecified)
6	CC(=O)c1cccc(S(=O)(=O)Nc2cc(C(F)(F)F)ccc2N2CCOCC2)c1
7	COc1cccc(NC(=O)c2oc3ccccc3c2NC(=O)C(C)(C)C)c1
8	Cc1ccc(OCc2ccc(C(=O)Nc3c(C)nn(Cc4c(F)c(F)c(F)c(F)c4F)c3C)o2)c([N+](=O)[O-])c1
9	COCCNC(=O)c1onc(CSc2ccc(Cl)cc2)c1C(=O)O
10	O=C(Nc1ccc(S(=O)(=O)NCC2CCCO2)cc1)c1ccc(F)cc1 (stereo unspecified)

Assay by compound	1	2	3	4	5	6	7	8	9	10
BH1578 lux ind	2.8	-0.7	i	i	i	-0.5	i	i	-0.2	-0.8
UGM FP inh	2.1	1.3	4.1	-1.1	4.7	/	-2.1	-1.5	3.9	4.7
TcdB inh	-1.8	2.0	-2.0	-0.3	1.4	0.9	/	/	-0.1	-0.3
Mtb FBA inh	3	-1	4	-3	-1	2	5	3	-3	0
FadD28 binding	-0.5	-2.2	-2.2	-2.7	-4.4	-0.3	-6.1	1.0	-3.8	-1.6
Mtb BioA inh	-0.7	1.4	-0.1	0.3	/	2.0	-1.8	-0.9	-0.9	1.2
Yp Topo-I inh	4	4	12	9	10	-1	-1	0	3	0
PfHsp40 rescue	0.2	1.9	0.3	9.4	1.9	1.4	5.1	6.9	0.4	1.0
GDH-TPI inh	1	1	9	0	0	5	13	11	-7	-2

11	CCOC(=O)C1=C(O)/C(=C\c2ccc(OC)c(OC)c2)N=C1C
12	COc1ccc(S(=O)(=O)N2CCC3CC2c2cc(N4CCOCC4)ccc23)cc1 (stereo unspecified)
13	CC(C)(C)c1ccc(-c2nc(N)nc(N)n2)cc1
14	COc1ccc(OC)c(N2C(=O)C(Cl)=C(N3CCOCC3)C2=O)c1
15	CN(C)CCCNC(=O)C(=O)Nc1cc2c3c(c1)CCC(=O)N3CCC2
16	CSCCC(NC(=O)c1ccc(Cl)cc1)C(=O)NC(C)(C)C (stereo unspecified)
17	CC(=O)c1cccc(-c2ccnc3c2CC(C(=O)Nc2cccc(OC(F)(F)F)c2)O3)c1 (stereo unspecified)
18	NC(=O)c1c(NC(=O)COC(=O)CSc2nnc(-c3ccc(Cl)cc3)o2)sc2c1CCC2
19	C=CCn1c(NCCOC)nc2c1c(=O)n(C)c(=O)n2C
20	CC1C(c2ccccc2)=Nn2c(=O)n(-c3ccccc3)c(=O)n21 (stereo unspecified)

Assay by compound	11	12	13	14	15	16	17	18	19	20
BH1578 lux ind	-1.1	-1.5	-1.1	i	-4.2	-0.3	-0.4	i	-0.3	5.9
UGM FP inh	0.6	/	-3.0	-0.5	2.4	2.1	/	-1.9	-2.5	/
TcdB inh	/	0.7	-1.7	/	0.3	/	0.2	/	/	1.2
Mtb FBA inh	1	-1	0	-6	0	0	0	2	-11	103*
FadD28 binding	-0.7	-0.6	-1.9	-3.5	-2.1	-3.8	-2.5	-4.8	-4.0	-4.1
Mtb BioA inh	0.0	0.6	-0.2	-0.4	/	-2.0	0.4	1.6	1.0	-0.4
Yp Topo-I inh	4	0	-1	-3	-2	2	5	10	-3	3
PfHsp40 rescue	0.3	2.1	/	-1.2	-0.2	0.9	/	0.0	-0.4	/
GDH-TPI inh	13	5	10	30	8	1	-4	13	-14	1

Structural class, the compounds so far with a CF3 group (2)
6	CC(=O)c1cccc(S(=O)(=O)Nc2cc(C(F)(F)F)ccc2N2CCOCC2)c1
17	CC(=O)c1cccc(-c2ccnc3c2CC(C(=O)Nc2cccc(OC(F)(F)F)c2)O3)c1 (stereo unspecified)

Assay by compound	6	17
BH1578 lux ind	-0.5	-0.4
UGM FP inh	/	/
TcdB inh	0.9	0.2
Mtb FBA inh	2	0
FadD28 binding	-0.3	-2.5
Mtb BioA inh	2.0	0.4
Yp Topo-I inh	-1	5
PfHsp40 rescue	1.4	/
GDH-TPI inh	5	-4

More entries.
21	C=CCN=C1SCC(=O)N1S(=O)(=O)c1ccc(C)cc1
22	O=C(c1ccc2c(=O)n(Cc3ccc4c(c3)OCO4)c(=O)[nH]c2c1)N1CCN(c2ccccc2)CC1
23	Clc1cccc(-c2nc(NCc3cccnc3)c3ccccc3n2)c1
24	Cc1ccc(NC(=O)CN2CCOCC2)c(Br)c1
25	Cc1nc2cc(C)c(C)cc2s1
26	COc1ccc(/C=C(/NC(=O)c2cccs2)C(=O)N2CCOCC2)cc1OC
27	Cc1cccc(NC(=S)NCc2ccco2)n1
28	Cc1ccccc1C(=O)c1cccn1CC(=O)NC1CCCC(C)C1C (stereo unspecified)
29	CC(=O)NS(=O)(=O)c1ccc(NC(=O)c2cc3c(=O)n4ccccc4nc3s2)cc1
30	COc1ccc(NS(=O)(=O)c2csc(C(=O)N3CCCC3)c2)cc1

Assay by compound	21	22	23	24	25	26	27	28	29	30
BH1578 lux ind	-0.6	i	-0.2	i	-0.2	0.3	-0.5	0.4	-2.3	i
UGM FP inh	1.3	-1.5	4.0	-0.1	0.6	-1.0	0.7	-4.4	0.5	0.0
TcdB inh	/	-0.2	/	-0.4	2.0	/	-0.5	1.7	2.3	0.9
Mtb FBA inh	0	-6	-2	0	-1	0	1	0	9	-4
FadD28 binding	-2.6	-4.3	-15	-2.6	-1.1	-1.8	-3.8	-0.6	-12	-0.4
Mtb BioA inh	-1.1	0.0	-1.6	0.6	/	/	-0.9	-0.1	/	/
Yp Topo-I inh	5	-2	-6	-22	-4	1	8	-9	-3	6
PfHsp40 rescue	1.7	16	0.6	-1.2	1.1	-0.3	-0.1	-0.4	-0.1	2.0
GDH-TPI inh	3	-13	-1	-2	-3	10	2	14	19	9

31	O=C(Nc1cccc(S(=O)(=O)N2CCCCCC2)c1)C1=COCCO1
32	CCOc1ccc(NC(=O)c2sc(NC(C)=O)c(C(=O)OC)c2C)cc1
33	CC1CCCN(C(=O)c2ccc(NS(=O)(=O)c3cccc([N+](=O)[O-])c3)cc2)C1 (stereo unspecified)
34	CCC1(CC)C(=O)NN(c2ccccc2)C1=O
35	Cc1ccc(Cn2cnc3sc4c(c3c2=O)CCC4)c(C)c1
36	O=c1[nH]c2ccccc2c(=O)n1Cc1ccco1
37	O=C(C1CC1)N1N=C(c2cccc(Br)c2)CC1(O)C(F)(F)F (stereo unspecified)
38	CC(=O)c1ccc(N(C(=O)c2ccco2)C(C(=O)NC2CCCC2)c2ccc(N3CCOCC3)cc2)cc1 (stereo unspecified)
39	O=C1CC(N2CCC(c3nc4ccccc4o3)CC2)C(=O)N1c1ccc(Cl)c(C(F)(F)F)c1 (stereo unspecified)
40	COc1ccc(-n2nc(C(=O)NCC(=O)N3CCN(C)CC3)c3ccccc3c2=O)cc1OC

Assay by compound	31	32	33	34	35	36	37	38	39	40
BH1578 lux ind	i	-0.5	i	i	i	0.6	-0.8	-8.3	-5.0	i
UGM FP inh	-0.2	-1.3	-0.4	0.7	-1.6	-3.0	1.5	-1.1	2.8	-1.3
TcdB inh	-2.8	1.5	-2.9	/	/	/	2.3	1.1	/	/
Mtb FBA inh	-1	-3	-2	0	-2	3	0	1	-2	-1
FadD28 binding	-9.8	-3.6	-1.8	0.5	-1.2	-3.0	-4.8	-1.4	-1.9	-2.4
Mtb BioA inh	7.9	/	/	/	-1.9	-1.1	0.5	-2.3	0.8	0.1
Yp Topo-I inh	0	1	10	-6	32	-8	22	4	7	-12
PfHsp40 rescue	0.1	1.5	1.9	-0.6	2.0	0.2	2.5	-0.2	1.0	-0.9
GDH-TPI inh	-2	-4	-3	0	-4	-5	2	-1	2	-5

41	O=C(Nc1cccc(-c2cn3ccccc3n2)c1)c1ccccc1
42	CCn1c(SC)nnc1-c1nn(-c2ccccc2)ccc1=O
43	CN(c1ccc(C(=O)Nc2ccc(S(=O)(=O)N3CCCC3)cc2)cc1)S(C)(=O)=O
44	CC(=O)CCc1oc2ccc([N+](=O)[O-])cc2c1-c1ccc(C)o1
45	Cc1ccc(SCCC(=O)N2CCOCC2)cc1
46	Cc1ccc(S(=O)(=O)N(CC(=O)N2CCc3ccccc3C2)c2cccc(Cl)c2)cc1
47	O=C(O)Cn1cnc2c(oc3ccccc32)c1=O
48	CC12CCC(=O)C=C1CCC1C2CCC2(C)C(O)(C(=O)CO)CCC12O (stereo unspecified)
49	CCCCN(CC)CCNC(=O)c1cn(CCOC)c(=O)c2c1c1ccccc1n2C
50	CN1C(=O)N(CC(=O)Nc2cccc(S(=O)(=O)N(C)c3ccccc3)c2)C(=O)C12CCCCC2

Assay by compound	41	42	43	44	45	46	47	48	49	50
BH1578 lux ind	i	-0.9	-0.2	-0.3	i	-5.6	0.2	-0.8	-0.6	2.6
UGM FP inh	-0.5	-1.8	-1.0	0.7	3.1	3.3	1.9	/	-0.6	/
TcdB inh	1.8	1.1	1.3	-0.7	0.4	/	-1.4	-0.5	2.2	-5.6
Mtb FBA inh	3	4	-6	-2	0	-3	0	0	23	2
FadD28 binding	-3.1	-2.0	-2.8	-2.2	-0.7	-3.8	-5.1	-2.1	-2.2	0.8
Mtb BioA inh	/	0.7	/	2.3	-1.1	1.1	/	0.4	-0.9	4.9
Yp Topo-I inh	0	-3	12	-7	8	36	10	2	-4	16
PfHsp40 rescue	0.5	-0.2	0.3	0.2	-0.3	-0.4	-1.1	0.2	-0.4	-0.6
GDH-TPI inh	4	8	-3	-9	5	3	-5	0	5	2

51	CCOC(=O)N1CCC(NC(=O)c2cc(S(=O)(=O)N3CCc4ccccc43)cn2C)CC1
52	CC12CC(NC(=O)N1c1cccc(C(=O)N3CCN(c4ccccn4)CC3)c1)c1ccccc1O2 (stereo unspecified)
53	Cc1ccc(NC(=O)C2CCN(S(=O)(=O)c3cccc4nonc34)CC2)nc1
54	O=C1c2ccccc2C(Nc2ccc(Cl)cn2)N1c1ccccn1 (stereo unspecified)
55	CC1CCCN(C(=O)Cn2nnc(-c3ccc([N+](=O)[O-])cc3)n2)C1 (stereo unspecified)
56	CCN(CC)S(=O)(=O)c1ccc(SCC(=O)c2c(N)n(C3CC3)c(=O)[nH]c2=O)nc1
57	CCOC(=O)C1(C)CCCN1C(=O)c1csnn1 (stereo unspecified)
58	CCCOc1ccc2c(CC)cc(=O)oc2c1C
59	Cc1ccccc1NS(=O)(=O)c1cccc2nonc12
60	CC(C)(C)OC(=O)NCCCCCNC(=O)c1[nH]cnc1C(=O)N[C@@H](Cc1ccccc1)C(=O)OC(C)(C)C
61	CCc1ccc(C2C(C#N)=C(N)N(N3CCOCC3)C3=C2C(=O)CC(C)(C)C3)s1 (stereo unspecified)
62	Cn1c(SCc2cccc([N+](=O)[O-])c2)nc2ccccc2c1=O
63	O=C1OC(c2ccccc2)=C/C1=C/c1cccs1

Assay by compound	51	52	53	54	55	56	57	58	59	60	61	62	63
BH1578 lux ind	1.9	i	-1.6	-0.3	-0.2	0.0	-0.4	-0.3	0.5	0.1	-1.4	-1.2	i
UGM FP inh	1.3	0.2	0.9	-0.4	-2.3	/	/	0.4	-0.3	0.2	-0.9	6.4	0.1
TcdB inh	/	/	/	9.3	0.5	-0.3	-0.6	/	-1.8	/	0.4	1.1	0.8
Mtb FBA inh	-9	0	1	4	2	0	-4	35*	0	1	4	2	-6
FadD28 binding	-2.9	-2.3	-3.4	-3.0	0.5	-3.9	-3.5	-1.8	-0.2	-4.2	-2.8	-1.6	-1.0
Mtb BioA inh	1.8	0.3	0.2	1.4	-0.5	-0.7	-0.5	/	2.9	-0.4	/	0.5	-3.1
Yp Topo-I inh	13	32	-2	-4	4	5	6	16	-5	29	3	2	1
PfHsp40 rescue	0.9	-0.9	-0.4	1.5	-0.8	/	/	0.5	-0.7	-0.3	-1.2	-0.8	0.5
GDH-TPI inh	3	9	3	5	-6	-4	-5	18	3	9	1	9	5
